# miR122 inh: inhibitors of miR-122 in Huh7 cells | actives 0.3% (n = 340,000) | Huh7 miR-122 Renilla luciferase sensor, 48 h; neutral wells = 0, positive control = 100 | AID 602342 | activation (reporter increase), % at 12.5 µM;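 active = mean replicate activation score at least 90 and every replicate individually at or above 90; inconclusive = only one of the two criteria met; inactive = neither criterion met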;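 note: higher luciferase means less miR-122 activity so hits act as miR-122 inhibitors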
# CASP6 VEID inh: blocks human caspase-6 cleavage activity; purified caspase-6, Z-VEID-R110 cleavage fluorescence; inhibition, % at 12.5 µM; P55212; actives 0.53% (n = 350,000);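 active = mean inhibition across replicates at least about 35%, with every replicate also reaching that limit, limit read from the data; inconclusive = only one of the two criteria met; inactive = neither criterion met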;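 note: 0% = median of neutral control wells and 100% = no fluorescence left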
# Target sequence (P55212 24-179 limits assumed): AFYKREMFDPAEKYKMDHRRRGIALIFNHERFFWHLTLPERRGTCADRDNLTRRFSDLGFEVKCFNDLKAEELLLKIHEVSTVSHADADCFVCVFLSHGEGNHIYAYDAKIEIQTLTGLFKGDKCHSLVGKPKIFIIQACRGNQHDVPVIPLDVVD
# Target sequence (P55212 194-293 limits assumed): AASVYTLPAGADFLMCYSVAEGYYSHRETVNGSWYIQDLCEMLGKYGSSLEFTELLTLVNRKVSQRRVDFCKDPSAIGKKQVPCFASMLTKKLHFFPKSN
# ERp5 block: inhibitors of human ERp5; Q15084; ERp5 insulin aggregation, absorbance 650 nm, 90 min; inhibition, % at 9.99 µM; actives 0.05% (n = 350,000); AID 651711;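 active = mean replicate inhibition above about 25%, with every replicate also reaching it, limit read from the data, passing the limit was not always enough; inconclusive = only one of those two criteria met; inactive = neither criterion met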
# Target sequence (Q15084 whole entry, looked up): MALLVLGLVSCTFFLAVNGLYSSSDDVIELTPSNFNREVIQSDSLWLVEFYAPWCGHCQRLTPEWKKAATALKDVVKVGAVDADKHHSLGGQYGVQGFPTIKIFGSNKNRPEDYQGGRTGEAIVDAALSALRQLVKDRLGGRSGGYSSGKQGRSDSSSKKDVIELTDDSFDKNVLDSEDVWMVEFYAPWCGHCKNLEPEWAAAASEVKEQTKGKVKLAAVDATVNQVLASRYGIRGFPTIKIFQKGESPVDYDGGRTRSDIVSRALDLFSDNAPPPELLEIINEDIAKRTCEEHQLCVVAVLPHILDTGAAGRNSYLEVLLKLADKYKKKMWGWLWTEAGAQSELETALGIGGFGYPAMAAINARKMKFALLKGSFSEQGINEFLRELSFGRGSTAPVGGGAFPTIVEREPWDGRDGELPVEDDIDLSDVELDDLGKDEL
# SIRT5 inh: inhibitors of human sirtuin-5 desuccinylase; Q9NXA8; Purified SirT5, succinyl-peptide AMC, trypsin-coupled fluorescence; inhibition, % at 15 µM; actives 1.1% (n = 330,000); in the data active = inhibition above about 15%; inconclusive = no clear call, values can overlap the other calls
# Target sequence (Q9NXA8 whole entry, looked up): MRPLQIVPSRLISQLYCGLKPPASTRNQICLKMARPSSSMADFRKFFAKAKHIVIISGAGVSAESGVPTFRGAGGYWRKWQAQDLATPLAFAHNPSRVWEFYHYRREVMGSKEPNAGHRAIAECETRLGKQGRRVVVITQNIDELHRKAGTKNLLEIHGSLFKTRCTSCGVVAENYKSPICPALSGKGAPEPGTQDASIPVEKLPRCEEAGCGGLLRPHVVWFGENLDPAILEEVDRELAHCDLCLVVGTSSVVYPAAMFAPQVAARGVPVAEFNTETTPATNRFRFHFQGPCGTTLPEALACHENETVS
# DENV2 CPE rescue: DENV2-induced cell death inhibition | DENV2-infected cells, cytopathic effect rescue, plate reader | CPE inhibition, % at 9.99 µM | actives 1.7% (n = 350,000) | AID 651640; in the data active = CPE inhibition above about 20%, passing the limit was not always enough; inconclusive = no clear call, values can overlap the other calls; tested in BHK-21 cells;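 note: 0% = median of neutral control wells and 100% = median of positive control wells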
# ERAP1 HTS inh: blocks human ERAP1 aminopeptidase activity | recombinant ERAP1, Leu-AMC fluorescence, 60 min | inhibition, % at 10.7 µM | actives 0.15% (n = 340,000) | AID 652197;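 active = mean replicate inhibition of at least 30%, or all replicates individually reaching that 30% level; inactive = mean below 30% and not every replicate reaching it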;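 note: 0% = neutral control wells and 100% = L-leucinethiol positive control wells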
# CFTR F508del cor: CFTR F508del correction in bronchial cells. actives 0.36% (n = 350,000). activity (quench increase), % at 7.58 µM. CFBE cells, YFP halide quenching; stimulated with forskolin plus potentiator P3; % fluorescence drop versus neutral controls;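 active = mean added fluorescence quench of at least 8% versus neutral control, with both replicates also reaching 8%; inconclusive = only one of the mean or replicate conditions met; inactive = mean below 8% and not both replicates reaching 8%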;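 note: cells transiently co-express mutant CFTR-F508del with the halide-sensitive YFP; corrector assay measuring rescue of mutant channel to the surface after 24 h compound exposure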
# * hit, by the source's call; ? = inconclusive; / = not tested or not shown; & = joins results of further samples; ! = not confirmed by another sample; [ ] = remark or other dose.
SMILES,miR122 inh,CASP6 VEID inh,ERp5 block,SIRT5 inh,DENV2 CPE rescue,ERAP1 HTS inh,CFTR F508del cor
CCCCN1C(=O)C(CC(=O)NCCN2CCOCC2)CC(C(=O)N(CC)CC)=C1C (configuration not stated),-2,-2,2,/,-6,-1,-3.8
O=C(c1cnccn1)N1CC[C@H]2[C@H](CO)Nc3ccc(-c4ccccc4)cc3[C@H]21,-14[16.7 µM],-3,1,3,-3,0,-0.3
CC1CN(C(=O)COC(=O)c2cnc(Cl)c(Cl)c2)CC(C)O1 (configuration not stated),-10,-1,2,-2,-10,1,1.9
CC(=O)N(C)C[C@@H]1Oc2cc(-c3ccncc3)ccc2S(=O)(=O)N([C@@H](C)CO)C[C@@H]1C,-13[16.7 µM],1,-4,-8,-4,2,-1.4
O=C(Nc1ccc(Br)cc1Cl)c1ccc2c(=O)n3c(nc2c1)CCC3,/,5,-2,-3,-3,2,1.9
CCC(=O)N1CC(=O)N2[C@H](CO)[C@@H](c3ccc(C#CCC(C)C)cc3)[C@H]2C1,/,-2,-4,-5,-5,1,-1.3
Cn1nc(C(C)(C)C)cc1C(=O)N1CCCCC1c1cc(C(=O)Nc2ccccc2Cl)no1 (configuration not stated),2,1,-2,1,-8,4,-2.5
Nc1nc(N)c2cc(Sc3ccc4ccccc4c3)ccc2n1,3,-1,2,-2,-17,/,-2.1
Cc1ccccc1S(=O)(=O)N(C)C[C@@H]1OCc2cn(nn2)CCCC(=O)N([C@H](C)CO)C[C@@H]1C,2[16.7 µM],/,-2,-8,10,/,1.6
CN1c2ccc(Br)cc2[C@@H]2[C@@H](CCN2S(=O)(=O)c2ccccc2)[C@@H]1CO,-2[16.7 µM],-5,-3,2,3,-3,1.9
CCCCc1nc2sc3c(SCCN(C)C)ncnc3c2c2c1CCC2,/,2,3,-6,-16,/,0.1
Cc1cccc(NC(=O)c2nc[nH]c2C(=O)N[C@H](C)c2ccccc2)c1,/,-1,1,1,-8,0,3.2
CN(C)CCCNC(=O)[C@H]1[C@H](CO)[C@H]2Cn3c(ccc(-c4ccccc4)c3=O)[C@@H]1N2C,-2[16.7 µM],-38,1,-5,47*,-1,1.8
O=C(COC(=O)Cc1ccc(Cl)c(Cl)c1)NCCc1ccccc1,-6,3,-3,/,17,0,-1.8
C[C@@H]1CN([C@@H](C)CO)C(=O)c2cc(-c3cccc(C(=O)N(C)C)c3)cnc2O[C@H]1CN(C)C(=O)Cc1ccccn1,2[16.7 µM],1,7,-4,0,2,0.0
CCN(C(=O)c1cc(S(=O)(=O)N2CCOCC2)cn1C)c1cccc(C)c1,-2,-3,-2,-5,12,1,1.0
COc1ccccc1-n1c(-c2cc(-c3ccc(F)cc3)n[nH]2)n[nH]c1=S,-10,4,17,-2,4,5,1.5
CN(C)CCCN1c2ccccc2Sc2ccc3ccccc3c21,-4,2,10,-1,43*,0,1.0
COc1cc2c(cc1OC)C(C)N(C(=O)C1=NN(c3cccc(C)c3)C(=O)CC1)CC2 (configuration not stated),5,0,1,-7,-2,2,3.7
CN(C)/C=C/C(=O)c1cc(N2CCOCC2)ccc1[N+](=O)[O-],-4,6,-1,7,0,4,1.9
Cc1ccc(O)c(NC(=S)NC(=O)c2ccccc2Cl)c1,/,6,-2,-4,3,0,-0.8
N#Cc1ccc(-c2cccnc2)nc1SCC(=O)c1ccccc1,-3,-2,3,-3,13,1,1.7
CCCCOc1ccc(NC(=O)CN2CCN(CC)CC2)cc1,1,-5,3,-7,?,2,5.3
CCOc1ccc(NC(=O)C2CCC(CNc3c(N4CCC(C)CC4)c(=O)c3=O)CC2)cc1 (configuration not stated),-7,-1,2,0,13,1,1.8
O=C(CC(F)(F)F)N1C[C@@H]2[C@H](c3ccccc31)[C@H](CO)N2Cc1cccnc1,-29[16.7 µM],3,-4,3,0,0,-1.0
O=C(CSc1nc(O)c(Cc2ccccc2)c(=O)n1-c1ccccc1)N1CCOCC1,/,0,7,1,/,3,/
CCN(CC)c1ccc(/C=C2/C(=O)ON=C2C)cc1,/,1,-5,6,3,10,1.7
Cc1cc(C)cc(NC(=O)C2CCCCN2S(=O)(=O)c2ccccc2)c1 (configuration not stated),-2,2,0,/,-6,-2,-0.9
COc1cc(CN2C[C@@H](CO)O[C@@H](n3cnc4c(NCc5ccncc5)ncnc43)C2)cc(OC)c1OC,-7,-1,6,/,4,0,-1.9
CCCNC(=O)Nc1ccsc1C(=O)OC,25,-2,0,-2,1,-2,1.2
C[C@H]1CN([C@@H](C)CO)C(=O)c2cc(NS(=O)(=O)c3ccccc3)ccc2O[C@@H]1CN(C)C(=O)Nc1cccc2ccccc12,-4[16.7 µM],-2,3,-1,-2,-2,-0.3
O=C(C[C@@H]1CC[C@H](NC(=O)c2ccc(F)cc2)[C@H](CO)O1)NCc1ccncn1,/,-2,2,3,0,-1,0.7
O=C(C[C@@H]1C=C[C@H](NC(=O)c2cccc(F)c2)[C@H](CO)O1)NCCN1CCCC1,/,-1,5,-2,2,-1,0.3
COc1ccc(/C=N/NC(=O)c2ccco2)cc1Cn1nc(C)c([N+](=O)[O-])c1C,/,-3,3,/,2,-1,1.7
O=C(Nc1ccc2c(c1)[C@@H]1C[C@H](CC(=O)N3CCOCC3)O[C@H](CO)[C@@H]1O2)C1CCOCC1,-1[16.7 µM],0,6,4,-3,-1,-0.1
S=C(Nc1ccc(Br)cc1)NC1CCCC1,/,-6,8,-1,-2,0,/
Cc1ccc(NC(=O)CC2CCCC2)c(Br)c1,1,3,0,-3,6,-1,-2.6
COc1ccc(NC(=O)N2CCCc3cccc(C)c32)cc1,4,1,4,-1,2,/,-2.5
CO[C@H]1CN(C)C(=O)c2cc(NC(=O)C3CC3)ccc2OC[C@@H](C)N(Cc2ccccc2)C[C@@H]1C,-3[16.7 µM],-1,-2,-1,0,0,1.1
Cc1ccc(S(=O)(=O)CC(=O)N2CCN(c3cccc(C(F)(F)F)c3)CC2)cc1,-4,5,-7,1,4,-2,1.1
O=C(Nc1cccc(Cc2ccccc2)c1)Nc1cccc2[nH]c([C@@H]3O[C@H](CO)[C@@H](O)[C@H](O)[C@H]3O)nc12,/,3,1,/,?,/,-0.1
Cc1noc(C)c1COC(=O)[C@@H](NC(=O)c1ccccc1)C(C)C,-5,-2,7,-2,4,2,-0.9
CN(C)CC(=O)N[C@H]1CC[C@H](CCNC(=O)Nc2ccc(F)cc2)O[C@@H]1CO,-3[16.7 µM],3,-1,-1,-1,-3,-2.6
CCN1C(=O)C(=CC=CN(C)c2ccccc2)SC1=S,-5,4,-6,-5,-5,2,0.0
C[C@H]1CN([C@@H](C)CO)S(=O)(=O)c2ccc(-c3ccccc3F)cc2O[C@H]1CN(C)C,-1[16.7 µM],1,-6,-4,-1,-5,2.7

# Record cards, as listed above. Screens in order: miR122 inh | CASP6 VEID inh | ERp5 block | SIRT5 inh | DENV2 CPE rescue | ERAP1 HTS inh | CFTR F508del cor
# CN1c2ccc(Br)cc2[C@@H]2[C@@H](CCN2S(=O)(=O)c2ccccc2)[C@@H]1CO reads -2[16.7 µM] | -5 | -3 | 2 | 3 | -3 | 1.9
# CCN1C(=O)C(=CC=CN(C)c2ccccc2)SC1=S reads -5 | 4 | -6 | -5 | -5 | 2 | 0.0
# COc1cc(CN2C[C@@H](CO)O[C@@H](n3cnc4c(NCc5ccncc5)ncnc43)C2)cc(OC)c1OC reads -7 | -1 | 6 | / | 4 | 0 | -1.9
# COc1ccccc1-n1c(-c2cc(-c3ccc(F)cc3)n[nH]2)n[nH]c1=S reads -10 | 4 | 17 | -2 | 4 | 5 | 1.5

# The listing continues:
SMILES,miR122 inh,CASP6 VEID inh,ERp5 block,SIRT5 inh,DENV2 CPE rescue,ERAP1 HTS inh,CFTR F508del cor
Cc1ccc(C2(C(F)(F)F)NC(=O)N3CCCN=C3S2)cc1 (configuration not stated),-2,-2,12,1,2,-4,-0.9
O=C(CNC(=O)c1ccccc1)OCc1nc2ccccc2s1,/,3,-4,-1,-8,-2,0.3
CCN(CC)CCNCc1cc(Br)ccc1OCC(=O)NCc1ccccc1,/,-8,7,-7,14,1,0.5
O=C(N/N=C/c1ccccc1)C1CCCN1C(=O)c1cc([N+](=O)[O-])cc([N+](=O)[O-])c1 (configuration not stated),-3,3,-2,0,0,-5,-0.9
Cc1c(C(C)C)c(=O)n(-c2ccc(S(=O)(=O)NC(C)C)cc2)n1C,-5,0,0,2,14,-1,-3.8
CCc1ccc(S(=O)(=O)ON2C(=O)c3ccccc3C2=O)cc1,-4,/,1,-1,2,-2,0.1
Cc1ccc(C)c(-c2csc(NC(=O)c3c(C)noc3C)n2)c1,/,1,1,-1,/,-1,1.5
COc1cccc(NC(=O)CN(C)C(=O)C2=COCCO2)c1,0,2,-1,-3,6,1,1.5
CO[C@H]1CN(C)C(=O)c2cc(NC(=O)c3ccccc3F)ccc2OC[C@H](C)N(CC2CC2)C[C@@H]1C,/,-2,-5,-1,-2,-4,-0.2
COc1cccc(C(=O)NCc2ccc3[nH]c(C)cc3c2)c1,/,1,4,-3,/,-2,-0.5
CC(C)c1ccc(/C=C2\C(=N)N3N=C(CC(=O)N4CCCCC4)SC3=NC2=O)cc1,-4,2,-5,0,1,1,0.1
Cc1ccc(C(=O)N/C(=C\c2cccc([N+](=O)[O-])c2)C(=O)OCN2C(=O)c3ccccc3C2=O)cc1,/,2,2,0,16,-2,/
CCOC(=O)c1c(NC(=O)c2ccn(CC)n2)sc2c1CCC2,-9,-2,2,0,2,1,1.7
COc1ccc(NC(=O)Nc2ccc3c(c2)C(=O)N([C@H](C)CO)C[C@H](C)[C@@H](CN(C)S(C)(=O)=O)O3)cc1,-9[16.7 µM],2&-2,-3&-2,-1,26*!,5&0,-2.1&0.9
CCCN1CCN(CCCNC(=O)CN2C(=O)c3cccnc3Oc3ccc(C)cc32)CC1,3,-43,4,-3,0,-2,0.9
Cn1nc(C(F)(F)F)c(-c2ccccc2)c1NC(=O)c1ccco1,2,-1,-2,1,-1,3,0.5
COC(=O)C1=C(CS(=O)(=O)c2ccccc2)NC(=O)NC1c1ccc(OC)c(OC)c1 (configuration not stated),-11,1,2,6,7,0,0.9
CCOC(=O)C1=NOC2(C1)C(=O)Nc1ccc(OC)cc12 (configuration not stated),/,-1,-10,1,9,-4,3.3
C[C@H](CO)N1C[C@H](C)[C@@H](CN(C)S(=O)(=O)c2ccccc2)OCc2ccccc2-c2c(n(C)c3ccccc23)C1=O,/,-2,0,3,12,-3,-4.2
CCOC(=O)C1=C(c2ccccc2)NC(SCC(=O)Nc2ccc(C)cc2)=C(C#N)C1c1ccco1 (configuration not stated),6,-3,4,7,-9,-2,3.5
CCCCn1c(SCC(=O)Nc2nc(C)cs2)nnc1-c1cccnc1,-22,-3,-4,17*,-1,-2,-0.2
COC(=O)c1ccc(-n2c(C)cc(-c3csc(NC(=O)c4ccc(S(=O)(=O)N(C)C)cc4)n3)c2C)cc1,-18,1,-1,0,10,-2,-1.3
c1ccc(CN2CCC(Nc3nc(-c4cccnc4)nc4ccccc34)CC2)cc1,-7,8,5,-2,-3,-43,6.8
CCC(C)(O)C(=O)N[C@H]1CCCN1C(=O)/C=C/c1ccccc1 (some centres not stated),/,5,3,/,-5,/,-1.4
CC(C)(C)c1ccc(-c2cc(-c3ccccc3O)[nH]n2)cc1,11,-2,2,/,-2,2,-0.2
Cc1cccc(C)c1OCC(=O)NCc1ccccc1,/,0,1,-2,-4,0,-0.3
COc1ccc(-n2c(Cc3cccn3C)nnc2SCC(=O)Nc2ccc(C)cc2C)cc1,-3,1,4,-6,13,0,1.0
CC(C)(C)OC(=O)N1CCC(C(=O)Nc2ccc(C(=O)NCc3ccccc3)cc2)CC1,-7,-3,2,/,-5,/,-3.9
O=C(COc1ncnc2ccccc12)Nc1cccc([N+](=O)[O-])c1,/,0,4,/,-5,-2,4.0
CCN(CC)CCn1c2c(c(SCC(=O)Nc3nc(C)cs3)nc1=O)CCCC2,4,-1,3,4,-1,-1,3.2
Cc1ccc(NS(=O)(=O)c2ccc3c(c2)NC(=O)CO3)c(C)c1,12,7,1,-3,2,-1,-1.0

# Compound activity deposited in PubChem BioAssay by Broad Institute.
